# Screens (PubChem BioAssay)
# IMP-1 inhibitor = IMP-1 metallo-beta-lactamase inhibitors, primary screen, biochemical, epi-absorbance readout, Pseudomonas aeruginosa enzyme | purified IMP-1, nitrocefin hydrolysis, epi-absorbance fluorescence | inhibition, % at 5.6 µM | actives 0.45% (n = 290,000) | AID 1556, 2009;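 active = inhibition above the mean plus 3 SD of all compounds in the same screening run, cut at about 4.5% in these data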;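 note: 0% = IMP-1 with DMSO and 100% = DMSO wells lacking enzyme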
#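 System – purified recombinant IMP-1 beta-lactamase · Input – IMP-1 dispensed at 0.2 nM · Timing – 15 min preincubation plus 25 min reaction at 25 °C · Signal – Epi-absorbance fluorescence, 480 nm excitation, 530 nm emission · Measure – percent IMP-1 inhibition derived from blank-referenced optical density · Controls – Enzyme-plus-DMSO low control, enzyme-free DMSO high control · Replication – singlicate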
# PHOSPHO1 inh = PubChem AID 1565 | Phosphoethanolamine/phosphocholine phosphatase (Homo sapiens), Q8TCT1 | recombinant PHOSPHO1, absorbance phosphatase assay | inhibition, % at 13.3 µM | actives 1.1% (n = 290,000); in the data active = inhibition above about 60%
# Target sequence (Q8TCT1 whole entry, looked up): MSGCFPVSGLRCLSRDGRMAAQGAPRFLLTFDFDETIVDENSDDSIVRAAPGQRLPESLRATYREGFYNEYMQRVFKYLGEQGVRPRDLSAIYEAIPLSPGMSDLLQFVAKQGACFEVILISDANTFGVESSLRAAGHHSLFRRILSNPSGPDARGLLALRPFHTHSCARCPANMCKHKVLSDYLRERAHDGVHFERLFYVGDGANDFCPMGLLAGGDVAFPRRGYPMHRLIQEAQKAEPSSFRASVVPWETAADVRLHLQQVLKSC
# HCV NS3 hel inh = inhibitors of HCV NS3 helicase, primary screen, biochemical, Cy5 molecular beacon fluorescence; Hepatitis C virus NS3 helicase; NS3 helicase DNA unwinding; inhibition, % at 10.9 µM; actives 0.56% (n = 290,000);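 active = inhibition above the mean of all tested compounds plus 3 SD, set per campaign, cut at about 35% in these data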;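 note: 0% = DMSO wells and 100% = thioflavine S control wells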
#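 Control set: DMSO versus 110 µM thioflavine S; Material: NS3 helicase fragment of HCV; Measured by: Cy5 fluorescence at 0 and 60 min, beacon hairpin quenching; Read-out basis: percent inhibition from t60/t0 fluorescence ratio; Times: reaction time 60 min, 25 °C; Repeats: single replicate; Compound dosing: single dose, 10.9 µM nominal final, DMSO 0.8% final.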
# VIM-2 inh = VIM-2 metallo-beta-lactamase inhibitors, primary screen, biochemical, epi-absorbance readout, Pseudomonas aeruginosa enzyme | purified VIM-2, nitrocefin hydrolysis, epi-absorbance fluorescence | inhibition, % at 5.6 µM | actives 0.89% (n = 290,000) | AID 1527, 2009;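 active = inhibition above the mean of all tested compounds plus 3 SD, cutoff set per screening run, cut at about 7.5% in these data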;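 note: red hydrolysis product quenches plate fluorescence so inhibitors raise well fluorescence; 0% = enzyme with DMSO and 100% = DMSO without enzyme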
# IDE cell activ = human IDE activators in live cells, primary screen, fluorescence polarization, HEK cells, FAbeta-B substrate; Insulin-degrading enzyme (Homo sapiens), P14735; FAbeta-B cleavage; 0% vehicle, 100% cell-free pure enzyme wells; activation, % at 5.96 µM; actives 0.073% (n = 340,000);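 active = activation above the mean of all tested compounds plus 3 SD, set per screening campaign, cut at about 17% in these data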
# p-CIP stab down = p/CIP-EGFP fusion destabilizers, primary screen, fluorescence, F442A cells. 16 h. actives 0.01% (n = 290,000). Q05BA5. decrease of EGFP signal, % at 10 µM;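 active = EGFP signal decrease of at least 30% at 10 µM or well 3 SD below plate mean, unless failing retest; inactive = the rest, including hits failing retest or dose response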; note: some compounds called inactive have numbers as strong as hits; many of its hits are not listed in these tables
# MEKK3 PB1 HTS = modulators of MEKK3-MEK5 PB1 binding, primary screen, biochemical, wildtype MEKK3, multiplex bead flow cytometry, Alexa488-MEK5. binding response (% of control), % at 10 µM. Mitogen-activated protein kinase kinase kinase 3 (Homo sapiens), Q99759. bead-based flow cytometry, Alexa488-MEK5 binding to MEKK3; actives lie on both sides; 0 = blocked by unlabeled MEK5, 100 = vehicle. actives 1.4% (n = 290,000). AID 1529, 2009;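 active = binding response more than 3 SD above or below the average of its plate-row segment, actives on both sides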;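 note: Alexa488 bead fluorescence after subtracting the streptavidin-only scavenger bead signal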
# Target sequence (Q99759 whole entry, looked up): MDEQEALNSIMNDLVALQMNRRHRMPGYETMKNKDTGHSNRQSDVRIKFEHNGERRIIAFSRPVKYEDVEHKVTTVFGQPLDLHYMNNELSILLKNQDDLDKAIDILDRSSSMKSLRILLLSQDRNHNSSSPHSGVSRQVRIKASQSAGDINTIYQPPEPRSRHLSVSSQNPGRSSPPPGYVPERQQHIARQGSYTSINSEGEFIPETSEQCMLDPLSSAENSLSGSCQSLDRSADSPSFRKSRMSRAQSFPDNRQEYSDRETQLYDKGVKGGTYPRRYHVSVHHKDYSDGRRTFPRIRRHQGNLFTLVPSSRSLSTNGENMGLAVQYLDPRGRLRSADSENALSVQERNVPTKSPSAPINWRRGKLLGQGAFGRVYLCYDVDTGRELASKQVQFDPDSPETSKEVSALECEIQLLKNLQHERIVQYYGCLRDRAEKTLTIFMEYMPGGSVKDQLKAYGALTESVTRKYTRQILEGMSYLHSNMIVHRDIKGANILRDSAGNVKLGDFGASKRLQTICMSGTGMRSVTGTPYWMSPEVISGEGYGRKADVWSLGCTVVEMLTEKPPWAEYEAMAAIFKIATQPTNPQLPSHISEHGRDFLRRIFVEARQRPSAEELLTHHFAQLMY
# FID counter = compounds displacing fluorescent DNA intercalator, primary screen, artefact control for HCV NS3 helicase inhibitor project, biochemical, FID fluorescence; inhibition, % at 7.9 µM; actives 0.17% (n = 290,000); DNA fluorescent intercalator displacement; AID 1845, 2009; in the data active = inhibition above about 37%;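 note: 0% = vehicle and 100% = reference compound; higher means more ethidium bromide displaced from hairpin DNA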
# SUMO HTRF inh = inhibitors of in vitro SUMOylation cascade, primary screen, biochemical, HTRF, uHTS | SUMO-conjugating enzyme UBC9 (Homo sapiens), P63279 | HTRF SUMOylation assay, SAE1/SAE2 + UBC9 | inhibition, % at 35 µM | actives 0.36% (n = 290,000); in the data active = inhibition above about 50%, passing the limit was not always enough; note: strong numbers were not always called active
# Target sequence (P63279 whole entry, looked up): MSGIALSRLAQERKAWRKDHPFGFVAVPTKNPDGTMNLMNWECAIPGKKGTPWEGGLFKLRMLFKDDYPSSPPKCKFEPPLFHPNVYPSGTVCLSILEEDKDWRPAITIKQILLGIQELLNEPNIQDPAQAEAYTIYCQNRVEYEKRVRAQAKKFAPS
# Starred values were filed as active, the others as inactive; nt = no result given; [ ] = remark or other dose.
1: Cc1cccc(N(CC(=O)Nc2cccnc2)S(C)(=O)=O)c1
2: O=C(CSc1nc2ccccc2o1)N1CCN(S(=O)(=O)c2ccc3ccccc3c2)CC1
3: CN1CCN(C(=O)CCn2c(=O)c3cccn3c3cccnc32)CC1
4: Cc1cc(C)cc(C(=O)Nc2ccc(NC(=O)c3cccs3)cc2)c1
5: COc1ccccc1NCc1cc(=O)oc2c(C)c(O)ccc12
6: CCOC(=O)/C=C(\C)Nc1cc(C)nn1-c1ccccc1
7: Cn1c(Cc2cccc3ccccc23)nnc1SCC(=O)N1CCN(c2cccc(Cl)c2)CC1
8: Cc1ccc(NC(=O)CN2c3cccc4cccc(c34)S2(=O)=O)cc1S(=O)(=O)N1CCOCC1
9: COc1ccc(C(F)(F)F)cc1N/C=C/c1nnnn1-c1ccc(C)cc1
10: COc1cccc(-c2cc(C(F)(F)F)nc(N3CCCCC3)n2)c1

assay / compound	1	2	3	4	5	6	7	8	9	10
IMP-1 inhibitor	-0.8	-2.6	-1.2	-2.9	-5.5	-2.7	-2.1	-2.7	-0.6	-2.1
PHOSPHO1 inh	53	-14	28	13	6	-19	21	3	3	48
HCV NS3 hel inh	-6	-4	5	-9	20	2	-15	3	-3	8
VIM-2 inh	-2.2	0.4	14*	-1.9	0.5	-1.8	-3.1	-0.3	-0.3	-1.2
IDE cell activ	4	8	6	-25	3	7	-4	3	4	0
p-CIP stab down	3	-16	-2	5	3	-11	5	-5	-11	-7
MEKK3 PB1 HTS	113	91	105	99	100	101	108	114	97	112
FID counter	0	-3	12	-14	-4	-9	-36	-3	-9	2
SUMO HTRF inh	-5	-7	2	12	8	-8	-10	15	29	14

# 2 compounds from above, limited to FID counter, HCV NS3 hel inh and PHOSPHO1 inh:
No. | canonical_smiles | FID counter | HCV NS3 hel inh | PHOSPHO1 inh
7 | Cn1c(Cc2cccc3ccccc23)nnc1SCC(=O)N1CCN(c2cccc(Cl)c2)CC1 | -36 | -15 | 21
8 | Cc1ccc(NC(=O)CN2c3cccc4cccc(c34)S2(=O)=O)cc1S(=O)(=O)N1CCOCC1 | -3 | 3 | 3

# (next part)
11: COc1ccc(CCC(=O)NCCOc2ccc(Cl)cc2)cc1
12: Cc1cc(C=C2C(=O)c3ccccc3C2=O)c(C)n1-c1ccccc1
13: CCOC(=O)N1CCN(C(=O)c2cc(-c3ccc(OCC)cc3)nc3ccccc23)CC1
14: COCCNC(=O)c1cc(-c2cccs2)on1
15: On1nnc2c3ccccc3c3ccccc3c21
16: COc1ccc(Cl)cc1NC(=S)NCc1cccnc1
17: C/C(=N\Nc1c([N+](=O)[O-])c(C)nn1C)c1ccc(F)cc1F
18: Cc1ccc2nc(N(CCCN(C)C)C(=O)c3ccc(S(=O)(=O)N(C)C)cc3)sc2c1
19: CCCc1nnc(NC(=O)CS(=O)(=O)c2ccc(C)cc2)s1
20: CCOc1ccc(NC(=O)CCC(=O)NNC(=O)COc2ccc(C)cc2Br)cc1

assay / compound	11	12	13	14	15	16	17	18	19	20
IMP-1 inhibitor	-3.3	-0.8	-3.6	-2.0	-2.9	-2.5	-0.8	-0.5	-1.6	-2.0
PHOSPHO1 inh	42	30	8	14	33	42	-7	-2	30	22
HCV NS3 hel inh	21	15	-11	5	7	0	-1	-9	-6	-32
VIM-2 inh	-4.2	-1.4	-2.3	1.1	1.3	0.9	-0.9	-3.0	-0.2	-2.1
IDE cell activ	-1	-9	-5	0	4	3	1	7	0	0
p-CIP stab down	-9	-14	0	-22	-11	-8	10	-10	3	-5
MEKK3 PB1 HTS	103	102	102	104	98	91	93	94	98	102
FID counter	-31	-5	-12	0	4	-4	10	7	-13	-32
SUMO HTRF inh	15	8	39	6	14	-14	6	6	-5	13

# Gathered by group: the compounds so far with a CF3 group (two)
9: COc1ccc(C(F)(F)F)cc1N/C=C/c1nnnn1-c1ccc(C)cc1
10: COc1cccc(-c2cc(C(F)(F)F)nc(N3CCCCC3)n2)c1

assay / compound	9	10
IMP-1 inhibitor	-0.6	-2.1
PHOSPHO1 inh	3	48
HCV NS3 hel inh	-3	8
VIM-2 inh	-0.3	-1.2
IDE cell activ	4	0
p-CIP stab down	-11	-7
MEKK3 PB1 HTS	97	112
FID counter	-9	2
SUMO HTRF inh	29	14

# Additional records follow:
21: Cc1ccc(S(=O)(=O)c2cc3c(=O)n4ccccc4nc3n(Cc3ccco3)c2=N)cc1
22: CNC(=O)CC(=O)Nc1ccccc1C(=O)O
23: Cc1ccc(C)c(OCC(O)CN2CCCCC2C)c1 (stereo not given)
24: O=C(N/N=C/c1c(O)n(Cc2ccco2)c(=O)[nH]c1=O)c1ccccc1
25: Cc1cccc(-n2ncc3c(N(C)Cc4ccccc4)ncnc32)c1
26: CCCCn1c(SCc2ncc(-c3ccccc3)o2)nc2cc(S(N)(=O)=O)ccc21
27: Cc1cc(C)c[n+](C(C)C(=O)c2ccc(-c3ccccc3)cc2)c1 (stereo not given)
28: CCCOc1ccc(C(CC(=O)O)NC(=O)c2ccc3c(c2)OCO3)cc1 (stereo not given)
29: Cc1ccc(N2C(=O)C3CC(c4ccccc4)=C4C5C=CC(C6C(=O)N(c7ccc(C)cc7)C(=O)C56)C4C3C2=O)cc1 (stereo not given)
30: COCc1c(C(=O)N/N=C(/C)c2cccs2)nnn1-c1nonc1N

assay / compound	21	22	23	24	25	26	27	28	29	30
IMP-1 inhibitor	-2.7	-1.0	-1.8	-1.7	nt	-1.9	-3.9	-0.7	0.3	-5.6
PHOSPHO1 inh	0	4	-2	13	36	75*	-46	16	2	8
HCV NS3 hel inh	26	-8	-7	22	nt	-16	-30	6	1	1
VIM-2 inh	4.3	-3.4	1.3	-2.6	nt	-1.1	-4.0	0.6	-2.0	-2.4
IDE cell activ	-4	-2	-2	0	6	-4	-25	0	0	-1
p-CIP stab down	-9	-9	-2	9	-4	-6	-6	9	-7	6
MEKK3 PB1 HTS	nt	nt	100	88	102	96	101	2.0*[inhibitor]	102	101
FID counter	-11	5	6	-29	nt	-40	6	-25	-2	-8
SUMO HTRF inh	nt	28	2	20	-25	16	14	1	2	-4

31: CCCCN(C)c1ccc([N+](=O)[O-])cc1
32: CSc1ccc(CNC(=O)c2c(C)noc2C)s1
33: CCOC(=O)C1(CCc2ccccc2)CCN(Cc2ccn[nH]2)CC1
34: O=C(C1CC1)N1N=C(c2ccccc2)CC1(O)C(F)(F)C(F)(F)F (stereo not given)
35: CCOC(=O)C(=CNc1ccccc1N1CCOCC1)C(=O)OCC
36: COc1ccc(N(C(=O)c2ccc(S(=O)(=O)N3CCCC3)cc2)C2C=CS(=O)(=O)C2)cc1 (stereo not given)
37: Fc1cccc(CSc2nc3ccncc3[nH]2)c1
38: O=C(c1ccc(Cl)cc1)C1CCN(CC(=O)N2CCCCC2)CC1
39: CCOC(=O)n1cc(-c2cnc(CNC(=O)C(C)(c3ccccc3)c3ccccc3)o2)c2ccccc21
40: NC(N)=NC(N)=Nc1ccc2ccccc2c1

assay / compound	31	32	33	34	35	36	37	38	39	40
IMP-1 inhibitor	-1.8	-0.8	-3.2	-3.7	-0.8	-1.6	-2.7	-2.4	-2.4	-2.1
PHOSPHO1 inh	6	52	8	18	20	43	4	27	-4	40
HCV NS3 hel inh	-3	-13	-7	-4	1	-2	-4	-5	1	-1
VIM-2 inh	-1.7	-2.3	-0.8	-0.7	-0.8	-2.3	-3.6	-0.8	-1.9	-4.0
IDE cell activ	1	-2	5	5	-5	1	0	3	nt	-1
p-CIP stab down	6	2	4	-12	-6	-8	-2	-1	-3	5
MEKK3 PB1 HTS	96	93	104	105	91	102	109	98	100	95
FID counter	0	1	3	-18	-37	-29	-6	-8	-7	0
SUMO HTRF inh	-1	2	6	11	35	11	1	9	-36	11

# (next part)
cpd	SMILES	IMP-1 inhibitor	PHOSPHO1 inh	HCV NS3 hel inh	VIM-2 inh	IDE cell activ	p-CIP stab down	MEKK3 PB1 HTS	FID counter	SUMO HTRF inh
41	Cc1ccc(OCCCCN2CCc3ccccc3C2)cc1	-4.3	39	-9	-2.2	-1	-16	111	18	-13
42	CCCC(O)(CCC)C(=O)NN(C(=O)OC)c1ccccc1	-3.7	-9	-2	-0.9	5	-4	101	0	-6
43	Cc1cc(=O)oc2cc(OCC3CC(c4ccccc4)=NO3)ccc12 (stereo not given)	-2.1	2	-8	-1.1	0	6	98	-24	10
44	CCN(CC(=O)NC1CCS(=O)(=O)C1)S(=O)(=O)c1ccccc1 (stereo not given)	-3.4	-7	2	-3.8	5	-1	98	-1	11
45	COc1ccc(S(=O)(=O)N(CC(=O)NCc2ccncc2)c2cc(C)cc(C)c2)cc1OC	-3.2	40	-2	-3.9	1	0	102	-28	6
46	COC(=O)C1C2C=CC(C3CC23)C1C(=O)OCC(=O)c1ccc(OC)cc1 (stereo not given)	-2.3	-2	-2	-0.1	5	-6	98	-22	15
47	Cc1cc(NS(=O)(=O)c2ccc(NC(=O)c3cccnc3)cc2)nc(C)n1	-3.2	36	3	-1.7	2	-12	96	-6	9
48	CCOc1ccc(CN(C)C(=O)c2ccc3ccccc3n2)cc1	-0.1	14	-1	1.2	6	2	104	-36	2
49	C=C(C)CSc1nnc2n(N)c(=O)c3ccccc3n12	-3.2	5	0	2.6	-2	2	93	-1	0
50	COCCCNc1oc(-c2ccccc2Cl)nc1C#N	-0.1	44	-3	-0.3	3	-2	96	-7	10
51	Cc1c(C(=O)OCC(=O)N2c3ccccc3CC2C)oc2ccccc12 (stereo not given)	-1.0	-1	-3	-1.6	-1	12	89	1	-10
52	COc1ccc2nc(Cl)cc(Cl)c2c1	-1.9	28	1	-1.1	2	9	92	-4	-8
53	O=C(CCn1c(=O)sc2ccccc21)NCCCn1ccnc1	-4.1	2	0	-2.3	2	-5	104	4	6
54	O=C(O)C(Nc1nc(C(F)(F)F)nc2ccccc12)c1ccccc1 (stereo not given)	-1.2	40	9	1.0	2	5	105	-5	13
55	COc1cccc(CNC(=O)CN(C)S(=O)(=O)c2ccc3c(c2)c(=O)n(C)c(=O)n3C)c1	-2.2	15	-4	-0.9	0	-8	101	-14	8
56	CCc1ccc(NS(=O)(=O)c2cc3c(cc2C)n(C)c(=O)c(=O)n3C)cc1	-4.3	49	19	-3.2	-6	-17	98	-20	7
57	CC(C)(C)c1ccc(C(=O)N2CCC(C(=O)NCCC3=CCCCC3)CC2)cc1	-3.0	28	0	-3.3	-3	-7	105	-42	6

# An excerpt; rates above refer to the full screens.
